Screening data (PubChem)
14-3-3 PPI: modulators of 14-3-3 gamma protein binding, primary screen, biochemical, fluorescence polarization; FP, 14-3-3gamma / TMR-pS259-Raf peptide binding; inhibition, % at 40 µM; actives 0.19% (n = 160,000); in the data active = inhibition above about 30%;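 also: 0% = protein plus tracer without compound and 100% = blank with tracer alone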
Target sequence (P61981 whole entry, looked up): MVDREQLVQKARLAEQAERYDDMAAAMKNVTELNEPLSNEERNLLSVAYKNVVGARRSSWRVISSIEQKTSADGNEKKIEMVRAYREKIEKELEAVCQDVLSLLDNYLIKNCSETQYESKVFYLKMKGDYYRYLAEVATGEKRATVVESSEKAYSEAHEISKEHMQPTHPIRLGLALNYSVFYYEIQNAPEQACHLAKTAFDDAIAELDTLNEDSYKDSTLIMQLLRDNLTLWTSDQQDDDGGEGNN
An asterisk follows results filed as active; & = joins results of further samples. These rows are one share of the data; count on the stated rates, not on these rows.

No.	structure	14-3-3 PPI
1	Cc1cc(Br)ccc1NC(=O)C1CCCO1 (stereo unspecified)	0.5
2	O=C(COc1ccccc1Cl)Nc1nc2ccccc2s1	-5.8
3	O=C1C(=O)N(CCCn2ccnc2)C(C=Cc2ccccc2)/C1=C(\O)c1ccc(Br)cc1 (stereo unspecified)	-2.7
4	Cc1nn(C(C)(C)C)c(OC(=O)c2ccccc2F)c1Sc1ccccc1	-1.3
5	Cc1nc([N+](=O)[O-])cn1CC(=O)NCCO	-1.0
6	O=C(Cn1c(=O)c2sccc2n(CC(=O)Nc2cccc(C(F)(F)F)c2)c1=O)NCc1ccco1	-3.0
7	O=C(Nc1ccc(O)c(-c2nc3ccccc3s2)c1)c1cc(=O)c2ccccc2o1	-11.1
8	Cc1ccc(-c2noc(CN3CCC(C)CC3)n2)cc1	-12.8
9	Cc1cc(C(=O)Nc2c(C)nn(Cc3ccccc3Cl)c2C)no1	-4.3
10	CCCN1C2CCCC1CC(NC(=O)c1ccc(F)cc1)C2 (stereo unspecified)	-6.9
11	COc1ccc(Cl)cc1C(=O)Nc1nnn(C)n1	-5.1
12	CCCOc1cccc(C(=O)Nc2ccc3nn(-c4ccc(CC)cc4)nc3c2)c1	1.7
13	CC(NC(=O)c1ccc(Cl)cc1)C(=O)N1CCCCC1 (stereo unspecified)	1.6
14	Cc1ccc(CN(Cc2cccnc2)C(=O)Nc2ccc(Cl)cc2)cc1	-2.4
15	CCOC(=O)C1C2C=CC3(CN(C(C)c4ccccc4)C(=O)C13)O2 (stereo unspecified)	-3.6
16	COC(=O)C1=C(C(=O)OC)SC(=C2C(=S)C(C)(C)N(C(=O)C(F)(F)F)c3ccc(OC)cc32)S1	3.6
17	O=C(Nc1ccc(F)cc1)c1cccc2c1C(=O)N(Cc1ccccn1)C2	-11.8
18	O=C(Cn1nc(C(F)(F)F)c2c1CCC2)Nc1ccc(-n2cccc2)c(Cl)c1	-0.9
19	O=S(=O)(N1CCCCC1)N1CCCN(S(=O)(=O)N2CCCCC2)CC1	1.5
20	COc1cccc(C(=O)Cn2c(=O)n(CC3CCCO3)c(=O)c3ccccc32)c1 (stereo unspecified)	-7.2
21	Cc1c(C(=O)OC(C)CCN(C)C)oc2ccccc12 (stereo unspecified)	-6.6
22	c1ccc(CSc2nnc(NC3=NCCCCC3)s2)cc1	-3.6
23	Cc1c(Cl)c(C(F)(F)F)nn1CC(=O)N1CCSCC1	0.2
24	Cc1ccc(-n2nc3ccc(NC(=O)c4ccco4)cc3n2)cc1Cl	-97.2
25	OCCCc1nc2n(n1)C(c1ccco1)C=C(c1ccc(Br)cc1)N2 (stereo unspecified)	-27.9
26	COc1ccccc1N=Cc1c(Nc2ccccc2OC)nc2c(C)cccn2c1=O	-11.7
27	CCOC(=O)C(CO)(NC(C)=O)C(=O)OCC	-2.9
28	c1cn(CCCNC2=NCCCCC2)cn1	-3.0
29	NC(=O)CSc1oc(-c2cccs2)nc1S(=O)(=O)c1ccccc1	-31.5&-81.3
30	Cc1ccc2[nH]c(=O)c(CN(Cc3nnnn3Cc3ccccc3)C3CCCC3)cc2c1	-0.9
31	Cc1ccc(N2CC(C(=O)Nc3cccc(C)n3)CC2=O)cc1 (stereo unspecified)	1.1
32	CCC(=O)Oc1ccc(C2Nc3ccc4ccccc4c3C3=C2C(=O)CCC3)cc1OC (stereo unspecified)	4.9
33	CCCC(=O)NCCc1nc2ccccc2n1CCC	0.5
34	S=c1nc(C2CC2)[nH]c2ccccc12	-12.4
35	CCOc1ccc(C(=O)Cc2cc3cccc(OC)c3oc2=O)cc1	5.1
36	CC(C)NC(=O)NC(=O)COc1cccc2c1OC(C)(C)C2	-2.4
37	O=[N+]([O-])c1cccc(C2=Nn3c(nnc3-c3ccccc3Cl)SC2)c1	1.2
38	CCC(=O)N1CCc2cc(S(=O)(=O)Nc3ccccc3CC)ccc21	-10.4
39	Cc1cc(NC(=O)CCCC(=O)O)nc(C)n1	-0.3
40	CCCn1c(SCC(=O)Nc2nnc(C)s2)nnc1-c1ccoc1C	3.8
41	O=C1CNC(=O)N1Cc1ccc(Br)cc1	-2.5
42	Cc1ccccc1-n1nc2c(c1NC(=O)COc1ccccc1)CSC2	3.2
43	COCc1nnc(NS(=O)(=O)c2ccc(F)cc2)s1	-17.3
44	O=C1CC(c2ccc(Cl)cc2)CC2=C1C(c1cccc(F)c1)Nc1ccccc1N2 (stereo unspecified)	2.0
45	Cc1ccccc1-n1nc2c(c1NC(=O)c1cc([N+](=O)[O-])ccc1Cl)CS(=O)(=O)C2	-9.0
46	C(=CCSC1=NCCN1)CSC1=NCCN1	-5.1
47	OC(Cc1ccccn1)(c1ccccc1)c1ccccc1	0.0
48	CCN(CC)c1ccc(NC(=O)c2ccc(OC)c(OC)c2)cc1C	-11.2
49	CCOc1ccc(C(=O)Nc2c(C)ccc3nsnc23)cc1Br	-9.5
50	CN(C)c1nc(SCCOC(=O)Nc2ccccc2)nc(N(C)C)n1	-5.2
51	O=C(NCc1cccs1)c1csc2c1CCCCC2	-6.5
52	CC1CCc2cc(F)ccc2N1C(=O)c1ccc(N2CC3CC(C2)c2cccc(=O)n2C3)c([N+](=O)[O-])c1 (stereo unspecified)	-20.1
53	Cc1ccccc1N=c1oc2ccccc2cc1C(=O)Nc1ccc(F)cc1	0.1
54	Cn1c(=O)[nH]c(=O)c2c1nc(NCCO)n2Cc1ccc(Cl)cc1	15.9
55	Cc1ccccc1OCCCC(=O)Nc1nc(-c2ccc(Br)cc2)cs1	-30.8
56	CCOCCOC(=O)C1=C(C)NC2=C(C(=O)CC(c3ccc(Cl)cc3)C2)C1c1ccccc1Cl (stereo unspecified)	12.6
57	C=CCn1c(SCC(=O)Nc2ccc(F)cc2)nnc1-c1cccnc1	1.8
58	Cc1nc(NCC2CCCO2)c2nnn(Cc3ccccc3)c2n1 (stereo unspecified)	-2.4
59	COc1ccc(CN2CCC(N3CCCC(C)C3)CC2)cc1 (stereo unspecified)	-7.7
60	CN(C(=O)c1ccccn1)c1nnc(-c2ccncc2)s1	-6.2

Going on with the list:
No.	structure	14-3-3 PPI
61	COCCCNC(=O)CCN1C(=O)c2ccccc2C1=O	-4.6
62	Cc1ccnc(NS(=O)(=O)c2ccc(NC(=O)Cc3cccs3)cc2)n1	-40.1
63	O=c1c2cccnc2[nH]c(=S)n1Cc1ccc2c(c1)OCO2	-4.5
64	COc1ccc(C2=C(CN(C)C)C(c3ccccc3)c3ccccc3O2)cc1 (stereo unspecified)	-3.0
65	COc1ccc2[nH]c(=O)c(CN(C(=O)COc3ccccc3)C(C)C)cc2c1	5.5
66	COc1ccc(C(c2ccc(OC)c(Br)c2)C(Cl)Cl)cc1Br	-4.1
67	COc1ccc(NC(=O)C(N)=O)cc1OC	-8.0
68	COC(=O)c1ccc2c(c1)N(Cc1ccc(F)cc1)C(=O)CS2	-7.0
69	Cc1cccc(N2C(=O)c3ccc(Oc4ccc([N+](=O)[O-])cc4)cc3C2=O)c1	6.3
70	COc1ccc2c(=O)c(-c3ccccc3)coc2c1	-2.0
71	COc1cc(C2C(C(=O)Nc3ccccc3C)=C(C)NC3=C2C(=O)CCC3)cc(OC)c1OC (stereo unspecified)	-0.5
72	Cc1onc(-c2c(Cl)cccc2Cl)c1C(=O)N1CCc2ccccc21	-3.7
73	Cc1ccc(S(=O)(=O)N2CCC(C(=O)N3CCN(c4ccccc4)CC3)CC2)cc1	-1.3
74	COc1ccccc1N(CC(=O)Nc1ccccc1C(=O)NC(C)C)S(C)(=O)=O	-3.5
75	CCOC(=O)c1ccccc1NC(=O)CSc1nccn1C	-2.2
76	Cc1cc(Nc2ccccc2F)n2ncnc2n1	0.2
77	COc1ccc(S(=O)(=O)N2CCc3ccccc32)cc1[N+](=O)[O-]	0.0
78	CCn1c2ccccc2c2cc(NC(=O)CN3CCN(S(=O)(=O)c4ccc(Br)cc4)CC3)ccc21	-50.7
79	O=C(CSc1ncnc2ccccc12)NCc1ccco1	-6.6
80	CCCCNC(=O)c1sc2ncnc(N(CC)CC)c2c1C	-4.9
81	CCOc1ccc(-n2nc(C(=O)NCCCOC)c3ccccc3c2=O)cc1	-6.8
82	Cc1ccc(C(=O)Nc2ncc3c(n2)CC(c2ccco2)CC3=O)cc1 (stereo unspecified)	-5.5
83	O=c1[nH]c2ccc(Cl)cc2c(-c2ccccc2)c1Sc1ncn[nH]1	-2.4
84	CCOC(=O)c1cc2c(n(-c3ccc(Cl)cc3)c1=O)CCCC2=O	-9.7
85	O=C(c1ccc(S(=O)(=O)N2CCCCC2)cc1)N1CCN=C1SCc1ccc(Br)cc1	-6.5
86	O=C1Nc2cc(C(=O)N3CCCC3)ccc2Nc2ccccc21	-7.2
87	N#Cc1c(N2C(=O)C3ON(c4ccccc4)C(c4ccccc4)C3C2=O)sc2c1CCCC2 (stereo unspecified)	-33.6
88	Cc1ccccc1NC(=O)c1nc[nH]c1C(=O)NCc1ccccc1	6.4
89	O=C(CCN1N=C(c2ccccc2)CCC1=O)NCc1ccc2c(c1)OCO2	-2.5
90	Cc1sc(-c2cc3ccccc3oc2=O)nc1-c1ccc(Br)cc1	-19.8
91	COc1nc(N)c(C#N)c(-c2ccc3c(c2)OCO3)c1C#N	-6.4
92	CS(=O)(=O)N1CCc2cc(S(=O)(=O)N3CCN(Cc4ccc5c(c4)OCO5)CC3)ccc21	-11.5
93	O=C(Oc1ccc([N+](=O)[O-])cc1)c1c(Cl)nsc1Cl	-0.3
94	Cc1[nH]c2ccccc2c1C=Cc1nc2ccccc2c(=O)[nH]1	-59.1
95	O=S(=O)(c1ccc(Br)s1)N1CCCN(Cc2ccccc2)CC1	-8.9
96	CCCN(C(=O)Cc1c(C(=O)O)[nH]c2ccc(Cl)cc12)c1ccccc1C	26.0
97	CCCCOC(=O)CSc1nc2c(cc1C#N)C(=O)CC(C)(C)C2	0.7&-3.7
98	Cc1ccc(Sc2c(C)nn(C(C)(C)C)c2OC(=O)COc2ccccc2)cc1	1.9
99	COCc1c(C(=O)OCC(=O)N2c3ccccc3CC2C)oc2ccccc12 (stereo unspecified)	-4.0
100	COC(=O)CN(c1ccccc1OC)S(=O)(=O)c1ccccc1	-0.7
101	CC(C)CNC(=O)c1cccc(NC(=O)C2CCCO2)c1 (stereo unspecified)	-6.3
102	COc1ccc(Nc2cc(C(=O)NCCCN3CCN(C)CC3)c3ccccc3n2)cc1OC	-0.4
103	CCOc1cc(C(=S)N2CCC(C)CC2)ccc1O	-3.9
104	COc1ccc(CNC(=O)c2cnn3c(C(F)F)cc(C4CC4)nc23)cc1	0.0
105	COc1ccc(NC(=O)C2(C)CC3c4ccccc4C2c2ccccc23)cc1 (stereo unspecified)	55.3*
106	CCC1(C)CC(CCNCc2ccc(F)cc2)(c2ccccc2OC)CCO1 (stereo unspecified)	8.8
107	N#Cc1c(NC(=O)C(=O)c2c[nH]c3ccccc23)sc2c1CCCC2	-1.0
108	CC(C(=O)N(C1CC1)C1(C(=O)Nc2ccccc2)CCCC1)N1C(=O)c2ccccc2C1=O (stereo unspecified)	0.7
109	Cc1ccc(C)c(OCc2nnc(N)s2)c1	2.1
110	COc1ccc(Nc2oc(COc3cccc(C)c3)nc2C#N)cc1	-9.0
111	c1ccc(-c2cnc(-c3cccnc3)o2)cc1	-4.7
112	COc1ccc(C)cc1NC(=O)c1sc2nc(C)nc(N3CCCCC3)c2c1C	-7.3
113	Cc1c(C(=O)NCCN2CCOCC2)sc2ncn(CC(=O)N3CC(C)CC(C)C3)c(=O)c12 (stereo unspecified)	-1.6
114	O=C1C2CCC(C(O)C2)N1Cc1ccccc1 (stereo unspecified)	0.9&-1.0
115	COc1ccc(NC(=O)c2ccco2)cc1NC(=O)c1cccnc1	1.9
116	O=C(O)CN1C(=O)CN(c2ccc(Br)cc2)C1=O	4.2
117	O=S(=O)(Nc1ccc(Br)cc1)c1ccc(Br)s1	-21.2
118	N#Cc1cc2c(=O)n3ccccc3nc2n(CCCn2ccnc2)c1=N	3.9
119	COc1ccc(CN2CCC(N3CCN(c4ccccc4)CC3)CC2)c(OC)c1	-5.2
120	CC(=O)N1c2ccccc2C(=O)OC1c1ccc([N+](=O)[O-])cc1 (stereo unspecified)	-2.2

An excerpt of these results, with values ahead of the structure:
item | 14-3-3 PPI | mol
98 | 1.9 | Cc1ccc(Sc2c(C)nn(C(C)(C)C)c2OC(=O)COc2ccccc2)cc1
99 | -4.0 | COCc1c(C(=O)OCC(=O)N2c3ccccc3CC2C)oc2ccccc12 (stereo unspecified)
100 | -0.7 | COC(=O)CN(c1ccccc1OC)S(=O)(=O)c1ccccc1
101 | -6.3 | CC(C)CNC(=O)c1cccc(NC(=O)C2CCCO2)c1 (stereo unspecified)

Random excerpt: four entries already listed.
No.	structure	14-3-3 PPI
40	CCCn1c(SCC(=O)Nc2nnc(C)s2)nnc1-c1ccoc1C	3.8
32	CCC(=O)Oc1ccc(C2Nc3ccc4ccccc4c3C3=C2C(=O)CCC3)cc1OC (stereo unspecified)	4.9
2	O=C(COc1ccccc1Cl)Nc1nc2ccccc2s1	-5.8
66	COc1ccc(C(c2ccc(OC)c(Br)c2)C(Cl)Cl)cc1Br	-4.1

Continued.
No.	structure	14-3-3 PPI
121	CCOC(=O)c1sc2ncn(CC(=O)N(CC)CC)c(=O)c2c1C	3.1&-10.3
122	O=C(CSc1nnc2scc(-c3ccc(Cl)cc3)n12)N1CCOCC1	-9.7
123	O=C(CN1C(=O)CSc2ccc(S(=O)(=O)N3CCOCC3)cc21)NCc1cccs1	-14.8
124	CCOC(=O)C1CCN(c2c(N3CCCCCC3)c(=O)c2=O)CC1	4.5
125	O=C(O)C1CCCCC1C(=O)NCCCn1ccnc1 (stereo unspecified)	-7.3
126	CC1CCN(S(=O)(=O)c2ccc3ncn(CC(=O)NCCN(C)C)c(=O)c3c2)CC1	5.9
127	CC(C)NC(=O)Cn1nnc(-c2cccc(NC(=O)c3ccccc3F)c2)n1	-4.0
128	CCN(CC)c1ccc(C2C(C(=O)OC)=C(C)NC3=C2C(=O)CC(C)(C)C3)cc1 (stereo unspecified)	1.3
